# IDH1 mut inh – blocks human IDH1 R132H reductase activity; O75874; diaphorase/resazurin fluorescence, 60 min; inhibition, % at 10 µM; hit rate 0.18% among 70,000; AID 624101; in the data active = inhibition above about 34%;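 note: 0% = DMSO and 100% = no enzyme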
# Target sequence (O75874 whole entry R132H): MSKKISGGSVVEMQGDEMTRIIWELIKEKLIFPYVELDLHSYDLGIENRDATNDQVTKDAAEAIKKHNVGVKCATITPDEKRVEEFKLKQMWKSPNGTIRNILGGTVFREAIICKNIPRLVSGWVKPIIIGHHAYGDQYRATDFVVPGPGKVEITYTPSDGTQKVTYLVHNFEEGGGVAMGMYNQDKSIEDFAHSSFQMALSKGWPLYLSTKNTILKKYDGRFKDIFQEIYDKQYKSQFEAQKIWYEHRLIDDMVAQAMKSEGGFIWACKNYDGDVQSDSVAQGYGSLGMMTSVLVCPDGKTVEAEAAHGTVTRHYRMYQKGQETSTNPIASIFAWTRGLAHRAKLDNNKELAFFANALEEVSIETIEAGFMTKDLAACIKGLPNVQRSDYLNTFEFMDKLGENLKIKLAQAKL
# EZH2 inh – inhibitors of human EZH2/PRC2 methyltransferase; AID 651548; Q15910; hit rate 0.35% among 57,000; PRC2 H3K27 methylation, DELFIA TRF, 1 h; inhibition, % at 12.5 µM;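 active = mean inhibition of replicates at least 50% and every single replicate also reaching 50%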;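 note: dimethyl H3K27 on biotinylated H3 21-44 peptide detected by antibody; plate controls were median neutral control wells for no effect and median positive control wells for full effect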
# Numbers without * were called inactive; / = no result given.
canonical_smiles | IDH1 mut inh | EZH2 inh
CC(=O)N(C)C[C@H]1Oc2cc(C#Cc3ccccc3)ccc2S(=O)(=O)N([C@H](C)CO)C[C@H]1C | -3.6 | /
C[C@@H]1CN([C@@H](C)CO)S(=O)(=O)c2ccc(-c3cccc(F)c3)cc2O[C@@H]1CN(C)C(=O)C1CC1 | -0.2 | 7
COc1ccc2c(=O)c(-c3ccc(OC)c(OC)c3)coc2c1 | -0.4 | -14
COc1ccc(NC(=O)N(C)C[C@@H]2Oc3ccc(NC(=O)CCC(F)(F)F)cc3C(=O)N([C@H](C)CO)C[C@@H]2C)cc1 | -6.6 | 4
C[C@H](CO)N1C[C@H](C)[C@H](CN(C)C(=O)Nc2ccc(F)cc2)Oc2ncc(-c3ccccc3)cc2C1=O | 0.2 | -22
CC(C)NC(=O)Nc1ccc2c(c1)C(=O)N([C@@H](C)CO)C[C@@H](C)[C@@H](CN(C)Cc1ccc(C(=O)O)cc1)OCCCC[C@H](C)O2 | 0.1 | /
O=C(C[C@H]1C[C@H]2c3cc(NC(=O)c4cccnc4)ccc3O[C@H]2[C@H](CO)O1)NCc1ccccc1F | -2.5 | 14
CNC[C@H]1Oc2c(NC(=O)C3CCCCC3)cccc2C(=O)N([C@H](C)CO)C[C@H]1C | 1.3 | 5
O=C(CCCCCCC(=O)N/N=C/c1ccccc1)NO | -0.3 | 25
Cc1ccc(S(=O)(=O)N[C@H]2CC[C@@H](CC(=O)N3CCN(c4ccccc4)CC3)O[C@@H]2CO)cc1 | 0.0 | -3
O=C(C[C@@H]1C=C[C@H](NC(=O)c2ccccn2)[C@@H](CO)O1)NCc1cc(F)cc(F)c1 | -0.5 | 8
CCC(=O)N[C@@H]1C=C[C@@H](CC(=O)NCc2cc(F)cc(F)c2)O[C@H]1CO | 0.5 | -1

# Part of the list above, field by field:
O=C(C[C@@H]1C=C[C@H](NC(=O)c2ccccn2)[C@@H](CO)O1)NCc1cc(F)cc(F)c1
  IDH1 mut inh = -0.5
  EZH2 inh = 8

CCC(=O)N[C@@H]1C=C[C@@H](CC(=O)NCc2cc(F)cc(F)c2)O[C@H]1CO
  IDH1 mut inh = 0.5
  EZH2 inh = -1

# (listing goes on)
canonical_smiles | IDH1 mut inh | EZH2 inh
C[C@H](CO)N1C[C@H](C)[C@@H](CN(C)Cc2ccc(C(=O)O)cc2)Oc2ccc(NC(=O)NC3CCCCC3)cc2CC1=O | 0.7 | -4
C[C@H]1CN([C@@H](C)CO)C(=O)Cc2cc(NC(=O)Nc3ccc(F)cc3)ccc2O[C@H]1CN(C)S(=O)(=O)c1ccccc1 | 2.4 | /
C[C@H](CO)N1C[C@H](C)[C@@H](CN(C)S(C)(=O)=O)Oc2cc(-c3ccccc3F)ccc2S1(=O)=O | -0.1 | -2
Cc1ccc(-c2csc3ncn(CC(=O)Nc4cc(Cl)ccc4Cl)c(=O)c23)cc1 | 0.0 | -7
COCc1cn(CC[C@H]2CC[C@H](NC(=O)c3ccccc3)[C@@H](CO)O2)nn1 | 0.0 | 8
O=C(CCCCCCC(=O)Nc1ccccc1O)N/N=C/c1ccc(S(=O)(=O)O)o1 | -0.3 | -8
COc1ccc(NC(=O)N[C@H]2CC[C@H](CCNC(=O)CCN3CCCCC3)O[C@@H]2CO)cc1 | -0.4 | -11
Cc1cccc(C)c1NC(=O)CN(c1ccc(Br)cc1)S(C)(=O)=O | 0.3 | /
CCCC#Cc1cnc2c(c1)C(=O)N([C@H](C)CO)C[C@@H](C)[C@H](CN(C)C(=O)Nc1ccccc1OC)O2 | -0.5 | -7
CCC(=O)N[C@@H]1C=C[C@@H](CC(=O)NCc2ccccc2OC)O[C@H]1CO | 0.2 | -12
C[C@H](CO)N1C[C@H](C)[C@@H](CN(C)C(=O)c2ccccc2)OCCCC[C@H](C)Oc2ccc(NS(=O)(=O)c3ccc(F)cc3)cc2C1=O | -0.2 | /
C[C@@H]1CN([C@@H](C)CO)C(=O)c2cccc(NC(=O)C3CCOCC3)c2O[C@H]1CN(C)Cc1ccc(C(F)(F)F)cc1 | 1.3 | -1
C[C@H](CO)N1C[C@H](C)[C@@H](CN(C)C(=O)C2CC2)Oc2ncc(-c3ccccc3F)cc2C1=O | 4.4 | -7
CSc1nc(C)cc(SCC(=O)Nc2ccccc2)n1 | -0.6 | -28
COc1ccc(Cl)cc1S(=O)(=O)Nc1ccc(Cl)cn1 | 2.9 | 8
C[C@@H]1CCCCO[C@@H](CN(C)C(=O)Nc2ccc(F)cc2)[C@H](C)CN([C@H](C)CO)C(=O)c2cc(NS(=O)(=O)c3ccccc3)ccc2O1 | -0.1 | /
COc1ccccc1C(=O)Nc1ccc2c(c1)C(=O)N(C)C[C@H](OC)[C@@H](C)CN[C@H](C)CO2 | -0.1 | 4
COCCNC(=O)C[C@@H]1C[C@@H]2c3cc(NC(=O)CN(C)C)ccc3O[C@@H]2[C@H](CO)O1 | 0.1 | -1
C[C@H]1CN([C@@H](C)CO)C(=O)c2cccc(NC(=O)c3ccncc3)c2O[C@@H]1CN(C)Cc1ccc(Cl)c(Cl)c1 | -0.3 | 14
COc1ccc(S(=O)(=O)N(C)C[C@@H]2Oc3ccc(NC(=O)Nc4ccc(F)cc4)cc3C(=O)N([C@H](C)CO)C[C@@H]2C)cc1 | 1.0 | /
O=[N+]([O-])c1cc(C(F)(F)F)ccc1NCCNS(=O)(=O)c1ccc2ccccc2c1 | -0.4 | -7
CC(C(=O)Nc1cccc(C(F)(F)F)c1)N(c1ccc(Cl)cc1)S(C)(=O)=O (stereo not given) | -0.3 | -5
Cc1ccc(S(=O)(=O)N[C@H]2C=C[C@H](CC(=O)NCCN3CCCCC3)O[C@H]2CO)cc1 | 0.0 | -11
C[C@H](CO)N1C[C@H](C)[C@@H](CN(C)S(=O)(=O)c2cccc(F)c2)OCc2ccccc2-c2ccccc2C1=O | 0.4 | -4
COc1ccc(S(=O)(=O)Nc2ccc3c(c2)C(=O)N([C@H](C)CO)C[C@H](C)[C@@H](CN(C)C(=O)NC(C)C)O3)cc1 | 0.4 | /
C[C@@H]1CN([C@@H](C)CO)S(=O)(=O)c2ccc(C#Cc3ccncc3)cc2O[C@H]1CN(C)C(=O)C1CCC1 | 5.8 | 3
CC(C)NC(=O)Nc1ccc2c(c1)CC(=O)N([C@@H](C)CO)C[C@@H](C)[C@H](CN(C)S(C)(=O)=O)O2 | 0.7 | -1
CO[C@@H]1CN(C)C(=O)c2ccc(NC(=O)c3ccc4c(c3)OCO4)cc2OC[C@@H](C)N(CCC(F)(F)F)C[C@@H]1C | 0.4 | -11
C[C@@H]1CCCCO[C@@H](CN(C)Cc2ccc(C(F)(F)F)cc2)[C@@H](C)CN([C@H](C)CO)C(=O)c2cc(NC(=O)CCCCCC(=O)Nc3ccccc3N)ccc2O1 | / | -31
O=C(C[C@@H]1C[C@@H]2c3cc(NC(=O)NC4CCCC4)ccc3O[C@@H]2[C@@H](CO)O1)NCc1ccccc1F | -0.3 | 0
Cc1ccc(S(=O)(=O)Nc2ccc3c(c2)C(=O)N([C@H](C)CO)C[C@H](C)[C@H](CN(C)CC2CCCCC2)OCCCC[C@H](C)O3)cc1 | -0.3 | /
Cc1ccc(S(=O)(=O)N(C)C[C@@H]2OCCCC[C@H](C)Oc3ccc(NC(=O)c4ccccc4)cc3C(=O)N([C@H](C)CO)C[C@H]2C)cc1 | 0.0 | /
Cc1ccc(N(CC(O)Cn2c3ccccc3c3ccccc32)S(C)(=O)=O)c(C)c1 (stereo not given) | 0.2 | 1
COc1ccc(CN(C)C[C@@H]2Oc3ccc(NS(=O)(=O)c4ccc(Cl)cc4)cc3C(=O)N([C@H](C)CO)C[C@@H]2C)cc1 | -0.9 | -3
C[C@H]1CN([C@@H](C)CO)C(=O)Cc2cc(NC(=O)CCCCCC(=O)Nc3ccccc3N)ccc2O[C@@H]1CN(C)C(=O)NC1CCCCC1 | 0.1 | -2
CNC[C@@H]1Oc2c(NS(=O)(=O)c3cn(C)cn3)cccc2C(=O)N([C@H](C)CO)C[C@H]1C | 0.8 | 5

# Structural class: the compounds so far containing two or more sulfur atoms
canonical_smiles | IDH1 mut inh | EZH2 inh
C[C@H](CO)N1C[C@H](C)[C@@H](CN(C)S(C)(=O)=O)Oc2cc(-c3ccccc3F)ccc2S1(=O)=O | -0.1 | -2
CSc1nc(C)cc(SCC(=O)Nc2ccccc2)n1 | -0.6 | -28

# (further entries)
canonical_smiles | IDH1 mut inh | EZH2 inh
CO[C@@H]1CN(C)C(=O)c2ccc(NC(=O)c3ccccn3)cc2OC[C@@H](C)N(C(=O)C2CCCCC2)C[C@H]1C | 0.4 | -1
C[C@H](CO)N1C[C@H](C)[C@@H](CN(C)Cc2ccc3c(c2)OCO3)OCCCC[C@H](C)Oc2ccc(NS(=O)(=O)c3cn(C)cn3)cc2C1=O | -2.6 | /
C[C@@H]1CCCCO[C@H](CN(C)C(=O)Nc2ccc3c(c2)OCO3)[C@@H](C)CN([C@H](C)CO)C(=O)c2cc(NC(=O)Nc3ccc(F)cc3)ccc2O1 | 3.6 | /
COCCNC(=O)C[C@@H]1C[C@@H]2c3cc(NC(=O)NC4CCCCC4)ccc3O[C@@H]2[C@H](CO)O1 | -0.1 | -6
COc1ccc(-c2cn(CC[C@H]3CC[C@@H](NS(=O)(=O)c4ccccc4C)[C@@H](CO)O3)nn2)cc1 | 0.2 | 2
COc1ccc(OC)c(NC(=O)COc2ccc(C(=O)Nc3ccc(Cl)cc3)cc2)c1 | 0.0 | 3
CC(C)CC#Cc1cnc2c(c1)C(=O)N([C@H](C)CO)C[C@@H](C)[C@H](CN(C)S(=O)(=O)c1cn(C)cn1)O2 | -12 | -1
Cc1ccc(S(=O)(=O)Nc2ccc3c(c2)C(=O)N([C@@H](C)CO)C[C@H](C)[C@@H](CN(C)S(=O)(=O)c2ccc(Cl)cc2)O3)cc1 | -4.5 | /
C[C@H]1CN([C@@H](C)CO)C(=O)c2cc(NC(=O)C3CC3)ccc2O[C@@H]1CN(C)Cc1ccc(C(=O)Nc2ccccc2N)cc1 | 0.0 | -21
O=C(N[C@@H](CO)[C@H](O)c1ccc([N+](=O)[O-])cc1)C(Cl)Cl | 0.5 | -13
C[C@H](CO)N1C[C@H](C)[C@H](CN(C)C(=O)Nc2ccc(F)cc2)Oc2c(NS(C)(=O)=O)cccc2C1=O | -1.2 | -4
COc1ccccc1NC(=O)CSc1nnc(-c2ccccc2)n1-c1cccc(C)c1 | 0.2 | 16
COc1ccccc1CNC(=O)C[C@@H]1CC[C@H](NC(=O)CC2CC2)[C@@H](CO)O1 | 0.0 | 0
C[C@@H]1CN([C@H](C)CO)C(=O)Cc2cc(NC(=O)Cc3ccccc3)ccc2O[C@@H]1CN(C)Cc1ccc(C(=O)Nc2ccccc2N)cc1 | 0.0 | -10
Cc1nc2ccccc2n1CC(O)COc1ccc(C(C)C)cc1 (stereo not given) | 0.0 | 14
Cc1ccc(S(=O)(=O)N[C@@H]2CC[C@H](CC(=O)NCCN3CCCCC3)O[C@H]2CO)cc1 | 0.2 | -3
CN(C)C(=O)C[C@@H]1C=C[C@H](NC(=O)c2ccc(F)cc2)[C@H](CO)O1 | 0.0 | -6
O=C(NO)c1cccc(C(=O)N/N=C/c2ccccc2C(=O)O)c1 | -0.9 | -3
CCCNC(=O)N[C@@H]1CC[C@@H](CC(=O)NC2CCCCC2)O[C@H]1CO | 0.0 | 13
O=C(Cc1cccnc1)N[C@H]1CC[C@@H](CCNS(=O)(=O)c2ccccc2Cl)O[C@@H]1CO | -0.1 | -9
CC(C)NC(=O)N(C)C[C@@H]1Oc2ccc(NC(=O)C3CCCCC3)cc2CC(=O)N([C@@H](C)CO)C[C@@H]1C | 2.8 | 12
COc1cccc(-c2cnc3c(c2)C(=O)N([C@H](C)CO)C[C@H](C)[C@H](CN(C)S(=O)(=O)c2cccs2)O3)c1 | -2.8 | /
O=C(C[C@H]1C=C[C@@H](NC(=O)Nc2ccccc2F)[C@@H](CO)O1)NCc1ccc(Cl)cc1 | -0.2 | -4
CCCC(=O)Nc1ccc2c(c1)OC[C@H](C)N(CCc1ccccc1)C[C@@H](C)[C@@H](OC)CN(C)C2=O | 0.0 | -6
Cc1noc(C)c1S(=O)(=O)Nc1ccc2c(c1)C(=O)N([C@H](C)CO)C[C@H](C)[C@@H](CN(C)C(=O)Nc1ccccc1)OCCCC[C@H](C)O2 | 0.5 | /
C[C@@H]1CN([C@H](C)CO)C(=O)c2cc(NS(=O)(=O)c3ccc(F)cc3)ccc2O[C@@H](C)CCCCO[C@H]1CN(C)S(=O)(=O)c1cccs1 | -0.3 | /
O=C(CC1CC1)Nc1ccc2c(c1)[C@@H]1C[C@@H](CC(=O)NC3CCCC3)O[C@@H](CO)[C@@H]1O2 | 0.3 | 3
C[C@@H]1CN([C@@H](C)CO)C(=O)c2cc(-c3ccc(C#N)cc3)cnc2O[C@@H]1CN(C)C(=O)c1ccccc1 | 1.5 | 21
O=C(Nc1ccccc1F)N[C@@H]1CC[C@@H](CC(=O)N2CCCCC2)O[C@H]1CO | 0.0 | 7
COc1ccc(-c2cnc3c(c2)C(=O)N([C@@H](C)CO)C[C@H](C)[C@H](CN(C)S(C)(=O)=O)O3)cc1 | 3.6 | 18
C[C@@H]1CN([C@@H](C)CO)C(=O)Cc2cc(NC(=O)Nc3ccc(C(F)(F)F)cc3)ccc2O[C@H]1CN(C)C | 0.4 | -6
C[C@@H]1CN([C@@H](C)CO)C(=O)c2cc(C#CC3(O)CCCC3)cnc2O[C@@H]1CN(C)Cc1ccccc1 | -0.9 | -4
O=C(C[C@H]1C[C@@H]2c3cc(NC(=O)CC4CC4)ccc3O[C@@H]2[C@@H](CO)O1)NCc1cccc(F)c1 | 2.9 | -2

# Bioassay records from PubChem.

# Only part of the results is shown, so the mix of outcomes need not match the whole.
